# GRP78 ERSR act – qHTS for Inducers of the Endoplasmic Reticulum Stress Response (ERSR) in Human Glioma: qHTS; AID 602332, 2012; actives 0.02% (n = 420,000); Potency, µM, inactives show top-dose activation, hits mostly activators; U87-MG GRP78 promoter luciferase reporter, 16 h; note: potency is the fitted concentration of half-maximal effect; series mostly up to about 76 µM; % of control where 0% means no effect; nearly all actives have a fitted effect of over 35% in size
#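 Stably transfected U87-MG glioma cells carrying a GRP78-based luciferase sensor; 16 h compound incubation. Luminescence end-point read 10 min after Bright-Glo addition at room temperature.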
# D1 ag – Allosteric Agonists of the Human D1 Dopamine Receptor: qHTS | D(1A) dopamine receptor (Homo sapiens), P21728 | HEK293 T-REx D1 cells, calcium flux, agonist mode | activation, % at 2 µM | actives 1% (n = 360,000) | AID 504660, 2011; in the data active = activation above about 30%; note: 0% is about no effect
# Target sequence (P21728 whole entry, looked up): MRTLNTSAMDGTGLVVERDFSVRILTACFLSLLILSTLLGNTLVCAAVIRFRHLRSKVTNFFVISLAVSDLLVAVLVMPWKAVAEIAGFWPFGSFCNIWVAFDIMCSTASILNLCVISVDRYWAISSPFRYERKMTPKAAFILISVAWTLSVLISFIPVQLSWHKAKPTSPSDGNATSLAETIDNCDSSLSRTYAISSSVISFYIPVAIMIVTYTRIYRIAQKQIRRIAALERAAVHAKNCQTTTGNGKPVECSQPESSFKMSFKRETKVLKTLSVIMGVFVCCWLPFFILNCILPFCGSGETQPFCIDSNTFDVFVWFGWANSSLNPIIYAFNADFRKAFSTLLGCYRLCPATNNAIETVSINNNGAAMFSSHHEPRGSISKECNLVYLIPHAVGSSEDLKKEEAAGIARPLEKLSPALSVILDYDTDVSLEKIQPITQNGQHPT
#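 Inducible HEK293 T-REx D1 cells, force-coupled to calcium signalling, were plated at 4000 cells/well with tetracycline and held overnight at 30 C. After no-wash calcium dye loading, compound-evoked calcium rise over 180 s flagged agonists.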
# Vif-A3G inh – qHTS for Inhibitors of Vif-A3G Interactions: qHTS. HeLa A3G-eYFP + Vif (tagged APOBEC3G with the HIV-1 protein that degrades it), YFP fluorescence, overnight. Potency, µM (titrated, usually from 46.1 µM), for the others: top-dose activity, negative = active, actives largely listed as inhibitors. actives 0.076% (n = 410,000);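 note: potency is the fitted concentration of half-maximal effect; % is set by controls: 0 for no effect and ±100 for the full control effect; nearly all actives have a fitted effect of over 60% in size; hits raise eYFP signal because A3G escapes Vif-driven loss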
# Target sequence (Q9HC16 whole entry, looked up): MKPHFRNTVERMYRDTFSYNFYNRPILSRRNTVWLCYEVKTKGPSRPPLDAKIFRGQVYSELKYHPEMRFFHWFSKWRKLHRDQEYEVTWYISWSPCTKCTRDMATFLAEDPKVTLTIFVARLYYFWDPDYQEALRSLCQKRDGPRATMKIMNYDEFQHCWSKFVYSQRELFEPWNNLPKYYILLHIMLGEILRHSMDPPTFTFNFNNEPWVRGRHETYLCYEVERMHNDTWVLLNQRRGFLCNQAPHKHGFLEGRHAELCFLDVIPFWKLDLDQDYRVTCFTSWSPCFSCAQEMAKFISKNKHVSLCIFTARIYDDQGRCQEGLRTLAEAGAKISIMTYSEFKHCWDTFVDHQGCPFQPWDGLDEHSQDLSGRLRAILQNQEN
#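 Read-out is eYFP fluorescence (Ex 488/Em 500-530) from Vif-expressing HeLa A3G-eYFP cells; more signal means A3G escaped Vif-mediated degradation. Cells plated overnight, compound pinned in, incubated overnight at 37 deg C.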
# D1 PAM – Potentiators of Human D1 Dopamine Receptor: qHTS | HEK293 TREx D1 cells, calcium flux, dopamine EC20 potentiation | potentiation, % at 10 µM | actives 0.036% (n = 360,000); in the data active = potentiation above about 30%; note: 0% is about no effect
# RXFP1 ag – qHTS Assay for Agonists of the Relaxin Receptor RXFP1. HEK293T-RXFP1 cAMP TR-FRET, 30 min; response scale: percent of porcine relaxin response, buffer zero. Potency, µM (titrated, usually from 57.5 µM), inactives show at the highest dose activation, hits mostly activators. actives 0.3% (n = 370,000). AID 2676, 2010; note: potency is the fitted concentration of half-maximal effect; % is set by controls: 0 for no effect and ±100 for the full control effect; nearly all actives have a fitted effect of over 60% in size; many of its hits are not listed in these tables
#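 Agonist response is measured as cAMP accumulation in an RXFP1-transfected HEK293T line under PDE4 inhibition. Values are scaled between buffer-only and 29 nM porcine relaxin, and EC50s come from standard Hill equation fits.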
# Vif-APOBEC3F blk – qHTS for Inhibitors of Vif-A3F Interactions: qHTS | HeLa A3F-eYFP + Vif (tagged APOBEC3F with the HIV-1 protein that degrades it), YFP fluorescence increase | Potency, µM (doses to about 46.1 µM), without a hit: at the top dose activity, negative = active | actives 0.2% (n = 390,000) | AID 602313, 2012; note: potency is the fitted concentration of half-maximal effect; % of control where 0% means no effect; nearly all actives have a fitted effect of over 65% in size
#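 HeLa cells stably expressing A3F-eYFP plus Vif, plated and incubated overnight at 37 deg C, then exposed to compounds overnight at 37 deg C. Blocked degradation read as raised yellow fluorescence (Ex 488/Em 500-530).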
# D2 PAM – HTS Assay for Positive Allosteric Modulators of the Human D2 Dopamine Receptor: Primary Screen for Potentiators | potentiation, % at 10 µM | actives 0.34% (n = 340,000) | D(2) dopamine receptor (Homo sapiens), P14416 | HEK293 T-REx D2, calcium flux, EC20 dopamine potentiation;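 active = potentiation over 3 SD above the plate norm, cut at about 30% in these data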; note: 0% is about no effect
#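 Tetracycline-induced Hek293 Trex D2 cells, force-coupled to calcium, loaded with no-wash calcium dye. Compound added with 180 s kinetic read for agonism, then EC20 dopamine and a further 180 s read for potentiation.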
# RXFP1 antag – qHTS Assay for Antagonists of the Relaxin Receptor RXFP1; Relaxin receptor 1 (Homo sapiens), Q9HBX9; HEK293-RXFP1, relaxin-stimulated cAMP HTRF, 30 min; active compounds read low; activity change, negative = inhibition, % at 57.5 µM; actives 0.59% (n = 350,000);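 active = activity change of -60% or lower, but not beyond a set lower limit; inconclusive = change between -60% and -40%, or beyond the set limit; inactive = change above -40%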; note: % is set by controls: 0 for no effect and ±100 for the full control effect
# D1 antagonist – Antagonist of Human D 1 Dopamine Receptor: qHTS; HEK293 TREx D1 cells, calcium flux, dopamine EC80; active compounds read low; activity change, negative = inhibition, % at 10 µM; actives 3.2% (n = 360,000); in the data active = activity change below about -30%; note: % is set by controls: 0 for no effect and ±100 for the full control effect
#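 Calcium flux readout: force-coupled, inducible Hek293 Trex D1 line, cells induced overnight at 30 C with tetracycline, dye-loaded 30–90 min at RT. Antagonism scored against EC80 dopamine challenge given 180 s after compound.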
# An asterisk follows results filed as active; ? = inconclusive; · = not tested or not shown. Unless noted, calls come from the whole dose curve; as a rule, active = well fitted curve in the direction sought with a large enough effect; inconclusive = small, poorly fitted or top-dose-only effect, or another doubt; inactive = no such curve, though single readings can be large; an effect the other way counts as inactive or inconclusive. Only part of the results is shown, so the mix of outcomes need not match the whole.
SMILES,GRP78 ERSR act,D1 ag,Vif-A3G inh,D1 PAM,RXFP1 ag,Vif-APOBEC3F blk,D2 PAM,RXFP1 antag,D1 antagonist
COc1ccc(-c2ccc(=O)n(CC(=O)NCCc3ccccc3)n2)cc1,-2%,0,-2%,-2,-1.3%,-2%,-2,-5,3
O=C(Nc1cc2ccccc2oc1=O)C1CCCCC1,13%,0,0%,2,-0.4%,5%,-4,-6,0
CCc1ccc2nc(N(CCN(C)C)C(=O)/C=C/c3cccs3)sc2c1,-7%,7,-14%,-9,1.8%,-2%,·,-1,-1
Cc1ccc(CNC(=O)c2ccc3c(c2)nc(C)n3-c2cc(C)cc(C)c2)cc1,7%,0,-1%,1,0.3%,-3%,-7,0,5
COc1cc(CNCCO)cc(Cl)c1OCc1ccccc1Cl,-4%,18,-1%,-2,1.2%,-4%,-3,-27,1
O=C(NCc1ccccc1)c1ccc(CS(=O)(=O)Cc2ccc(F)cc2)o1,-4%,2,-1%,-2,0.7%,0%,0,-23,24
CC12CCC(C(=O)Nc3cc(F)ccc3F)(CC1=O)C2(C)C (centres undefined),-3%,0,0%,1,-0.2%,9%,10,10,10
CN(Cc1ccc(F)cc1)C(=O)c1cc(S(=O)(=O)N2CCCCC2)ccc1N1CCOCC1,-4%,1,1%,-6,0.7%,-15%,·,-13,4
O=C(CC(=O)OCc1ccccc1)OCc1ccccc1,-3%,·,-6%,·,·,0%,·,-2,·
CCc1nnc(NC(=O)c2oc3ccc(Br)cc3c2C)s1,6%,·,2%,·,·,-24%,·,-2,·
CS(=O)(=O)N(CCc1ccccc1)CC(=O)NCc1ccco1,-1%,2,2%,-2,0.0%,-1%,1,0,-5
COc1ccc(-n2cc(-c3ccccc3)[nH]c2=S)cc1,2%,1,0%,-6,0.2%,-20%,·,8,-9
O=c1c2nnn(-c3ccc(Br)cc3)c2ncn1Cc1ccccn1,0%,3,0%,-3,2.9%,4%,·,4,5
Cc1ccc(C(=O)OCC(=O)NNC(=O)c2ccc([N+](=O)[O-])cc2)o1,-1%,0,-1%,2,1.2%,0%,1,-5,-1
CC(=O)c1c(COC(=O)c2cccc(C)c2)nc2ccccc2[n+]1[O-],-5%,11,-5%,0,1.9%,1%,1,-12,-20
O=C(NC(=S)Nc1ccc(Br)cc1)C1CCCCC1,4%,1,0%,1,0.8%,-12%,21,-7,-13
CCOc1ccc(Br)cc1S(=O)(=O)Nc1ccc(Cl)c(S(=O)(=O)N(CC)c2ccccc2)c1,-7%,2,-2%,-4,2.2%,-3%,-7,-11,19
CC(=O)OC[C@H]1O[C@@H](O/N=C/C[C@@H]2C=C[C@H](OC(C)=O)[C@@H](COC(C)=O)O2)[C@H](OC(C)=O)[C@@H](OC(C)=O)[C@@H]1OC(C)=O,·,-1,·,-3,0.1%,·,3,·,-22
O=C(CN1C(=O)CCS(=O)(=O)c2ccccc21)Nc1ccc(Cl)cc1,-4%,2,-4%,-4,-0.6%,-7%,0,5,-5
NC(=O)c1ccc(C(F)(F)F)n(Cc2ccc(F)c(F)c2)c1=O,3%,8,-4%,-1,3.3%,-14%,12,-11,-1

# 4 compounds from above, ordered by heavy-atom count, highest first.
SMILES,GRP78 ERSR act,D1 ag,Vif-A3G inh,D1 PAM,RXFP1 ag,Vif-APOBEC3F blk,D2 PAM,RXFP1 antag,D1 antagonist
CCOc1ccc(Br)cc1S(=O)(=O)Nc1ccc(Cl)c(S(=O)(=O)N(CC)c2ccccc2)c1,-7%,2,-2%,-4,2.2%,-3%,-7,-11,19
CC(=O)c1c(COC(=O)c2cccc(C)c2)nc2ccccc2[n+]1[O-],-5%,11,-5%,0,1.9%,1%,1,-12,-20
O=c1c2nnn(-c3ccc(Br)cc3)c2ncn1Cc1ccccn1,0%,3,0%,-3,2.9%,4%,·,4,5
NC(=O)c1ccc(C(F)(F)F)n(Cc2ccc(F)c(F)c2)c1=O,3%,8,-4%,-1,3.3%,-14%,12,-11,-1

# Following part
SMILES,GRP78 ERSR act,D1 ag,Vif-A3G inh,D1 PAM,RXFP1 ag,Vif-APOBEC3F blk,D2 PAM,RXFP1 antag,D1 antagonist
CCN(CC)C(=O)COc1ccc(S(=O)(=O)N2CCOCC2)cc1,-4%,0,0%,1,-2.8%,-14%,7,10,-5
Cc1ccc([C@@H]2[C@@H]3C(=O)N(C)C(=O)[C@@H]3[C@@H]3C(=O)Nc4ccccc4C(=O)N23)cc1,-1%,4,-3%,-9,-1.4%,-1%,0,·,-11
CC(C)(C)OC(=O)CNC(=O)c1[nH]cnc1C(=O)Nc1ccc(Cl)cc1,0%,2,-7%,-2,3.6%,0%,-1,·,0
Cc1ccc(Oc2ccc(NC(=O)C3=CC=CN4CCS(=O)(=O)N=C34)cc2)cc1,-4%,32*,0%,-9,0.8%,1%,0,-4,2
COc1ccc(C2c3c(n(C)c4ccccc34)C(=O)N2CC(=O)Nc2ccc(C)c(Cl)c2)cc1 (centres undefined),-1%,11,-1%,-2,1.8%,5%,-1,2,16
N#Cc1c(N(CCO)CCO)nc(N)c2c(N)nc3c(c12)CC(=O)N3CC1CCCO1 (centres undefined),-4%,0,4%,1,4.2%,-2%,1,4,5
CCOC(=O)CSc1cn2c(n1)CCC2,-1%,-1,5%,1,2.7%,1%,-12,-7,13
O=C(COc1ccc(Cl)cc1)Nc1cc(NC(=O)COc2ccc(Cl)cc2)cc(C(=O)O)c1,-1%,5,-2%,-1,3.8%,-1%,0,5,-1
COC(=O)c1cc(NS(=O)(=O)c2ccc(OC)c(OC)c2)ccc1Cl,4%,5,1%,1,-0.2%,-2%,10,-5,-7
CCOc1ccc(-c2nc(CSCC(=O)N3CCN(c4cccc(C(F)(F)F)c4)CC3)c(C)o2)cc1,-6%,11,4%,1,-1.7%,-2%,2,-35,11
COc1ccc(S(=O)(=O)Nc2cc(C)c(O)cc2C(C)C)cc1,-6%,11,2%,4,-0.4%,-5%,8,-4,7
O=C(c1cccc([N+](=O)[O-])c1)N1c2ncnn2C2(CCCCC2)[C@@H]2CCCC[C@@H]21,-4%,5,1%,0,-2.5%,-5%,10,-28,-3
COC(CNC(=O)c1ccc2c(c1)nc(C)n2-c1cc(C)cc(C)c1)OC,-5%,2,0%,3,-1.4%,0%,-2,3,-8
O=C(NCc1cccnc1)c1nn(-c2ccc(Cl)cc2)nc1CO,-3%,0,6%,6,-0.6%,0%,1,-22,4
COC(=O)C(C(=O)OC)C(C[N+](=O)[O-])c1ccc(OC)c(OC)c1 (centres undefined),-5%,1,-3%,-6,4.8%,-7%,-8,10,0
O=[N+]([O-])c1cccc(NC(=S)N2CCOCC2)c1,-5%,4,-3%,-2,1.2%,2%,-9,4,-11
CC(=O)c1ccc(-c2nnc(CCC(=O)N(C)Cc3cnc4ccccn34)o2)s1,-3%,2,2%,-4,23%,-5%,3,-18,-1
O=C(CN1C2CCCC1CC(NC(=O)c1ccccc1)C2)NC1CC1 (centres undefined),-3%,3,5%,-13,2.5%,0%,-12,1,-20
CCOC(=O)CCc1c(C)nc(SCC(=O)O)c(C#N)c1C,-2%,1,1%,0,0.1%,0%,3,-23,-4
COc1ccccc1CNC(=O)c1ccccc1C(=O)NC(CC(C)C)C(=O)NCc1ccccc1OC (centres undefined),-6%,0,0%,-5,0.2%,-9%,1,12,6
COc1ccc2[nH]c(=O)c(CN(Cc3ccc4c(c3)OCO4)C(C)=O)cc2c1,-5%,-1,0%,4,0.6%,·,12,-1,-1
O=[N+]([O-])c1ccc(NCCCc2ccccc2)cc1,-2%,·,-29%,·,·,-16%,·,7,·
Cc1ccc(O)c(NC(=O)CN(C)S(=O)(=O)c2ccc(Cl)cc2)c1,-4%,5,1%,-8,1.2%,-24%,-8,-1,9
Fc1ccc(-[n+]2nc(Nc3ccccc3)sc2-c2c3ccccc3cc3ccccc23)cc1,5%,7,-3%,-5,-1.0%,?,-3,·,-4
CC(C)COc1cccc(C(=O)NC(=S)NCc2cccnc2)c1,0%,5,-7%,4,-2.3%,4%,10,-3,-12
COCCCNC(=O)c1ccc(CS(=O)(=O)c2ccc(Br)cc2)o1,0%,8,2%,·,-0.2%,-1%,13,·,8
O=C(O)c1cccc(NCc2ccncc2)c1,·,7,·,-2,0.2%,·,2,·,8
Cc1cc(NC(=S)NC(=O)CC(C)C)ccc1Br,5%,2,1%,2,-0.1%,0%,3,6,-8
Cc1ccc(-c2nnc(Nc3ccc(Cl)cc3)c3ccccc23)cc1S(=O)(=O)NCC1CCCO1 (centres undefined),-1%,2,-8%,-3,4.2%,0%,-3,-8,-25
COCCNC(=O)C(NC(=O)C1CCCCC1)C(C)C (centres undefined),-3%,1,0%,-2,-1.1%,-16%,·,-18,10
Cc1ccc2c(c1)N=C(c1ccc(F)cc1)CO2,4%,2,-1%,-10,0.0%,-16%,14,-9,-6
CC(=O)Nc1ccccc1C(=O)C(=O)Nc1cccc(C(=O)NCc2ccc(C)cc2)c1,·,0,·,-1,4.8%,·,-10,·,-18
Cc1cc(C)c(S(=O)(=O)NCc2cn3c(C)csc3n2)cc1C,-2%,3,7%,-4,-0.4%,-9%,·,2,5
COc1ccccc1CNC(=O)c1ccc(NS(=O)(=O)c2cccs2)cc1,-4%,1,-13%,2,-2.3%,-45%,0,-3,12
CC(CC(=O)N(C)C1CCCCC1)S(=O)(=O)c1ccc2c(c1)NC(=O)CO2 (centres undefined),-6%,0,-1%,0,0.7%,4%,3,3,12
COc1ccccc1NC(=S)N1CCC(NC(=O)c2ccco2)CC1,-3%,2,7%,-2,0.0%,1%,0,0,-13
Cc1ccc(C(=O)NNC(=O)c2ccncc2)cc1C,2%,5,-10%,-2,-0.1%,0%,1,-8,31
O=C(c1cccc(Br)c1)N1CCCc2ccccc21,-3%,1,-2%,2,-0.2%,4%,7,·,13

# Bioassay records from PubChem BioAssay.
